# Bioassay records from PubChem BioAssay.
# rCAG binder – r(CAG) repeat RNA binding | TO-PRO-1 dye displacement fluorescence | inhibition, % at 3 µM | 370,000 compounds, 1.3% hits | AID 651821;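 active means inhibition above the plate cutoff, the mean of all test compounds on that plate plus 3 SD, cut at about 35% in these data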;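 further: 0% = DMSO alone and 100% = 100 µM mitoxantrone as full dye displacement; higher means more dye released from RNA so lower well fluorescence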
# LEDGF integ inh – blocks HIV-1 LEDGF/p75-dependent DNA integration; inhibition, % at 3.7 µM; TR-FRET IN-LEDGF/p75 DNA integration, Eu/Cy5; AID 743269; 370,000 compounds, 0.64% hits;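 active means inhibition above the screen-wide mean plus 3 SD, cut at about 13% in these data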;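 further: signal is the Cy5 over europium emission ratio at 671 and 618 nm; 0% = plate median of compound wells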
# HTRA1 inhibitor – inhibitors of human serine peptidase HTRA1. Q92743. recombinant HTRA1, FP-rhodamine activity-based probe, fluorescence polarization. inhibition, % at 5.96 µM. 340,000 compounds, 0.5% hits. AID 504803; in the data active means inhibition above about 36%;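 further: 0% = enzyme with DMSO and 100% = wells lacking enzyme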
# TCR-CD3 inh – blocks the human TCR-CD3 interaction; 360,000 compounds, 0.37% hits; AID 651800; inhibition, % at 9.4 µM; TAMRA-labeled TCR probe fluorescence, biochemical; in the data active means inhibition above about 19%;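 further: recombinant mutant TCR 2C K166C tagged with TAMRA read by polarization; 0% = receptor in buffer alone and 100% = receptor with positive control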
# NPR2 activator – GC-B (human) receptor activation; P20594; AID 1920062; 370,000 compounds, 0.11% hits; activation, % at 10 µM; HEK293-GC-B cells, CNP EC30, cGMP TR-FRET; 0% at EC30 CNP, 100% saturating CNP;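 active means activation at 10 µM reaching about 35% in either raw or pattern-adjusted values, limit read from the data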
# PRMT1 FP inh – blocks human protein arginine methyltransferase 1; Q99873; AID 652257; 370,000 compounds, 1.3% hits; recombinant PRMT1, activity-based probe fluorescence polarization; inhibition, % at 2.79 µM;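 active means inhibition above about 21% made by adding two undisclosed values, limit read from the data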
# SIAE primary – inhibitors of human sialic acid acetylesterase SIAE | inhibition, % at 9.66 µM | SIAE FP-Rh probe binding, fluorescence polarization | Q9HAT2 | 370,000 compounds, 0.69% hits;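 active means inhibition above a cutoff: mean of compounds within the control limits plus 3 SD of those, cut at about 17% in these data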;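 further: 0% = plate median of compound wells and 100% = probe without SIAE protein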
# mABHD4 FP – inhibits mouse alpha/beta hydrolase domain 4; 370,000 compounds, 0.54% hits; purified mABHD4, FP-Rh probe fluorescence polarization; inhibition, % at 8.92 µM; Q8VD66;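 active means inhibition exceeding the mean over every tested compound plus 3 SD, cut at about 30% in these data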;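 further: 0% = plate median of compound wells and 100% = S159A mutant with DMSO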
#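 Material: mouse ABHD4 enzyme, wild type; Benchmarks: S159A mutant high control, sample median low control; Buffer or medium: HEPES pH 7.0, NaCl, Pluronic buffer; Signal: fluorescence polarization; Read-out: percent inhibition of probe binding, normalized to plate controls; Timing: pre-incubation 45 min, probe exposure 60 min, at 25 °C; Dosing: 8.92 µM, single dose.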
# MBD2 DNA inh – inhibitors of human MBD2 binding to methylated oligonucleotide; Q9UBB5; inhibition, % at 4.4 µM; 370,000 compounds, 0.31% hits; AID 686964; TR-FRET; in the data active means inhibition above about 13%
# Target sequence (Q9UBB5 whole entry, looked up): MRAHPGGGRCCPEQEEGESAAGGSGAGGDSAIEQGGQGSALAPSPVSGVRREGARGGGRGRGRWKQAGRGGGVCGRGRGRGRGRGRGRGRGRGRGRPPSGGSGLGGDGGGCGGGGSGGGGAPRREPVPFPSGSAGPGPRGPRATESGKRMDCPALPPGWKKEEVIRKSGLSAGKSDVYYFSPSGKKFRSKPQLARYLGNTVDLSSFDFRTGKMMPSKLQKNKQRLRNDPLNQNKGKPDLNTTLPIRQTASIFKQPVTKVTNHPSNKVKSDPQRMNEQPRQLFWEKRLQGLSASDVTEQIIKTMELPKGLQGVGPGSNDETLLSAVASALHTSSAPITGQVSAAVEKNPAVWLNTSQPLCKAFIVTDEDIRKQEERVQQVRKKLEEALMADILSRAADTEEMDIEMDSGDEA
# TDP2 inh – blocks human TDP2 phosphodiesterase activity | O95551 | inhibition, % at 12.8 µM | 370,000 compounds, 0.34% hits | AID 720702 | recombinant TDP2, T5PNP hydrolysis, p-nitrophenol absorbance 415 nm;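 active means inhibition above the mean of all tested compounds plus 3 SD, set per campaign, cut at about 25% in these data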;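 further: 0% = DMSO with enzyme and 100% = buffer with substrate but no TDP2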
# Target sequence (O95551 whole entry, looked up): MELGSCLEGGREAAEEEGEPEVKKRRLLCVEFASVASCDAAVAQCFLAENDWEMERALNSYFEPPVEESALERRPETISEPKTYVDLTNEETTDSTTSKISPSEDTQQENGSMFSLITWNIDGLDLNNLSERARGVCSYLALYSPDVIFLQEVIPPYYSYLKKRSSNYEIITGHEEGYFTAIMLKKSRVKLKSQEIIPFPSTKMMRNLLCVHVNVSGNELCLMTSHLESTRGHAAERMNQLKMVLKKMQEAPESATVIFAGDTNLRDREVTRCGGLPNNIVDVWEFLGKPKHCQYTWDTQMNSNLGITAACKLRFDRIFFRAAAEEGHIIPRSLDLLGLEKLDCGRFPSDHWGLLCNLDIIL
#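 Test system: human TDP2 enzyme; Input: 120 nM TDP2 per well; Buffer or medium: Mg2+-containing Tris-HCl buffer, pH 7.5; Reagent: 5 mM T5PNP; Dosing: 12.8 µM single point, 1% DMSO; Incubation: reaction 2 h, 37 °C; Detection: p-Nitrophenol epi absorbance; Read-out: % inhibition relative to enzyme-containing and enzyme-free wells; Replicates: single well per compound.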
# An asterisk follows results filed as active; / = not tested or not shown. A portion of the library; count on the stated rates, not on these rows.
item	SMILES	rCAG binder	LEDGF integ inh	HTRA1 inhibitor	TCR-CD3 inh	NPR2 activator	PRMT1 FP inh	SIAE primary	mABHD4 FP	MBD2 DNA inh	TDP2 inh
1	COc1ccc(OC)c(NC(=O)COC(=O)Cn2nnc(-c3ccccc3)n2)c1	4	0	3	7	2	-2	11	1	9	0
2	CCOc1ccccc1NC(=O)CN(c1ccc(C)cc1)S(=O)(=O)c1c(C)noc1C	-1	1	-38	-5	-15	0	-4	-31	5	-13
3	CCC1CCCCN1C(=O)CSc1nc(N)c(NC(=O)c2ccc(OC)c(OC)c2)c(=O)[nH]1 (stereo unspecified)	2	4	0	5	2	-4	-4	0	2	3
4	CC(=O)C1[C@H](N(C)C)CC2C3CC=C4CC(O)CC[C@]4(C)C3CC[C@@]21C (stereo partly specified)	1	-2	-3	0	4	2	6	-4	4	8
5	CCC(=O)Nc1c(-c2ccccc2)c(=O)c2ccccc2n1C	0	-4	-3	2	2	0	-9	3	5	-10
6	CC(=O)Oc1ccc(C(=O)[C@H]2[C@H]3C(=O)N(c4cccc5ccccc45)C(=O)[C@H]3[C@@H]3C=CC=NN32)cc1	26	-3	12	-11	0	13	-1	1	1	-4
7	C=C(C)Cn1c(NCCC)nc2c1c(=O)n(C)c(=O)n2C	0	0	2	-10	23	2	6	-1	2	3
8	C[C@H]1CN=C(Nc2ccccc2)N1CCC1CCCCC1	-1	0	-1	2	5	-3	-1	1	-2	-3
9	COc1ccc(-c2noc(CCCC(=O)N3CCOCC3)n2)cc1	-2	0	3	-1	0	-3	-3	0	0	12
10	O=C(N[C@@H]1CC[C@H](CCn2cc(-c3ccccn3)nn2)O[C@@H]1CO)c1ccncc1	2	0	/	-7	3	-2	-4	1	-1	0
11	CC1(O)N(Cc2ccccc2)C(=O)OC12CCCCC2 (stereo unspecified)	2	5	-1	1	5	-2	3	-6	-3	-20
12	O=C1CCCN1c1ccc(S(=O)(=O)N2CCN(c3ccccc3)CC2)cc1	0	-3	-5	-4	1	-1	2	-2	0	10
13	CCN(C(=S)Nc1cccc(C)c1)c1ccccc1	2	2	-1	3	4	-4	24*	2	-7	2
14	Cc1ccc(Oc2c(CO)c(-c3ccccc3)nn2C)cc1	-4	5	-3	-3	-1	-2	3	-7	-2	-6
15	O=C(/C=C/c1ccccc1[N+](=O)[O-])OC1CCCCC1=O (stereo unspecified)	-2	2	0	-5	1	-3	-4	-5	-2	6
16	O=C(CC1CCCC1)N1CCCC(Nc2ccc(F)cc2)C1 (stereo unspecified)	-9	-4	-1	-6	1	4	4	6	-4	-1
17	CCN(C(=O)CSc1nc(-c2cccs2)nc2ccccc12)C1CCS(=O)(=O)C1 (stereo unspecified)	3	-7	-20	1	-8	0	0	7	-5	-2
18	Cc1noc(C)c1COC(=O)c1ccc(S(=O)(=O)N2CCCCC2)cc1	-6	-2	-1	4	-1	-1	-5	-2	3	10
19	CCCc1nnc(NC(=O)c2cccc(OC)c2)s1	-1	-2	-4	1	0	-5	-3	-10	0	9
20	CC(=O)Nc1ccc(NC(=O)CN(c2cccc(C)c2)S(C)(=O)=O)cc1	1	-2	0	-1	7	1	2	3	0	-5
21	C[C@@H](NC(=O)Cn1cnc2c(NCc3ccccc3)ncnc21)c1cccc2ccccc12	1	3	-11	-6	-10	0	-9	-11	2	2
22	C[C@H]1NS(=O)(=O)c2cccc(Cl)c2O[C@@H]1c1ccccc1	2	-4	/	6	1	3	-3	7	1	4
23	COc1ccc(CC2(C)OC(c3ccc(C)cc3)=NN2C(C)=O)cc1 (stereo unspecified)	-8	-4	-7	7	-1	-1	2	0	-1	-6
24	CC(C)Oc1cc(NC(=O)CS(=O)CC(=O)Nc2cccc(C(F)(F)F)c2)c(Cl)cc1Cl (stereo unspecified)	4	0	-65	-5	/	1	-59	-31	4	-5
25	O=C(O)CCC/C=C\C[C@@H]1[C@@H](/C=C/[C@@H](O)COc2cccc(Cl)c2)[C@H](O)C[C@@H]1O	10	-3	3	5	6	-1	-7	1	0	1
26	O=C(O)CCC(=O)c1c[nH]c2ccccc12	1	0	3	5	1	-1	2	0	4	14
27	COc1ccc(C2C(C(=O)N3CCN(c4ccccc4C)CC3)CC(=O)N2c2ccc(OC)cc2)cc1 (stereo unspecified)	2	2	/	/	-7	-3	-1	4	-3	1
28	O=C(CN1CCN(C2CCCCC2)CC1)Nc1ccccc1N1CCCCC1	-10	1	4	6	2	-2	5	6	1	14
29	N#Cc1cc(-c2ccccc2)oc1NC(=O)c1ccccc1	7	-4	-44	2	-1	-1	1	-1	-1	-6
30	CN1CCc2c(sc(NC(=O)CS(=O)(=O)c3ccc(F)cc3)c2C(N)=O)C1	-3	2	1	-1	-3	2	5	-1	0	-3
31	CCOc1ccccc1N(CC(=O)OC)S(=O)(=O)c1ccccc1	-6	2	2	-5	-7	0	5	6	4	-7
32	FC(F)(F)c1ccccc1CNCc1ccc2c(c1)OCO2	-2	2	1	2	3	1	-5	10	1	14
33	Cc1nn(-c2ccccc2)c(N)c1Sc1ccccc1[N+](=O)[O-]	2	1	0	1	-7	1	3	3	1	-15
34	O=C(COc1ccc(Cl)cc1Cl)N1CCCCCC1	-3	0	-9	5	-3	-2	18*	-6	-4	-7
35	COC(=O)C1(C(=O)OC)C2CCCCC2N(S(=O)(=O)c2ccc(C)cc2)[C@@H]1CC(C)=O (stereo partly specified)	-3	1	/	8	-4	-2	-2	4	-3	-7
36	Fc1ccc(NCc2n[nH]c(=S)n2Cc2ccccc2)cc1	1	3	-3	-5	1	1	6	1	-1	-20
37	CCOC(=O)n1cc(-c2cnc(CNC(=O)C(C)(c3ccccc3)c3ccccc3)o2)c2ccccc21	11	3	/	7	-4	1	-13	-2	2	1
38	CN(C)C(=O)c1cc(Cl)ccc1Sc1cc(Cl)ccc1Cl	-8	1	-5	4	-2	3	5	3	7	12
39	CC(=O)Nc1nc(C)c(Oc2cccc(C(F)(F)F)c2)c(=O)[nH]1	-2	2	0	3	-4	-2	0	-3	-4	-12
40	COc1ccc(C(=O)c2ccccc2C(=O)c2ccccc2)cc1	-1	-4	0	2	-3	4	-4	-5	0	-1
41	COC(=O)Cn1cnc2c(cnn2-c2ccc(OC)cc2)c1=O	-1	1	-3	-1	-1	-7	9	-2	-1	5
42	CCOC(CNC(=O)c1cc(C)nn1-c1ccccc1)OCC	-3	2	-4	1	2	-5	9	-6	2	2
43	Cc1ccc(S(=O)(=O)Nc2cc(C(F)(F)F)ccc2N2CCOCC2)cc1C	0	-2	-3	6	-13	0	-5	4	4	-2
44	c1cc(-c2noc(CC3CCCCC3)n2)ccn1	-4	-4	-1	4	8	-2	2	3	0	-6
45	CN(CC(=O)Nc1c(Cl)cccc1Cl)C(=O)CC1OC(=O)c2ccccc21 (stereo unspecified)	-1	-5	-8	-2	0	3	-1	1	4	5
46	O=C(Oc1ccc(N(C(=O)c2ccncc2)S(=O)(=O)c2ccc(F)cc2)cc1)c1ccncc1	-2	1	2	0	-3	-1	10	-2	-3	5
47	O=C1[C@H]2[C@@H](c3ccc(F)cc3)N3C(=O)N(c4cccc(Br)c4)C(=O)[C@@]3(Cc3ccccc3)[C@H]2C(=O)N1C1CCCCC1	8	-1	-58	6	-6	-2	-11	2	-6	0
48	Nc1nc(NC2CCCCC2)nc(NCCO)c1[N+](=O)[O-]	-1	3	-7	-2	0	-1	4	6	-2	-4
49	CCCc1nc2nc(C)c(NS(=O)(=O)c3ccc(C)c(C)c3)c(=O)n2[nH]1	6	-3	7	1	4	5	-1	-4	7	-4
50	Cc1ccccc1-c1cc(C(=O)NCC2CC2)n(CC2CC(c3cccnc3)=NO2)n1 (stereo unspecified)	-6	-2	-5	-5	-5	0	3	10	5	-5
51	CC(C#N)Sc1ccc(S(=O)(=O)N2CCCCC2)cn1 (stereo unspecified)	0	6	-6	-1	-3	-3	3	2	-3	8
52	COc1ccc(/C=C2\SC(=S)N(CCCC(=O)N3CCOCC3)C2=O)cc1	-1	0	1	8	0	-3	-4	0	2	6
53	Cc1ccccc1-c1nc(CS(=O)CC(=O)NCCN2CCOCC2)c(C)o1 (stereo unspecified)	6	3	8	-1	-2	-4	-2	-4	0	-18
54	CSc1nsc(/C=C/Nc2ccc(C)c(C)c2)c1C#N	27	2	-21	3	1	2	-1	11	0	-4
55	Cc1cc2c(cc1C)-n1nnnc1C(N1CCN(c3ncccc3C#N)CC1)C(=O)N2 (stereo unspecified)	4	0	/	6	-14	0	-6	1	-3	-1
56	COc1ccc(C(=O)C2CCCN(C(=O)C3=CCCC3)C2)c(C)c1 (stereo unspecified)	-6	2	-4	-5	-6	1	-3	-6	2	-10
57	CCOC(=O)c1c(N=CN(C)C)c(C#N)n2c1CCC2	-2	1	1	3	2	-3	-4	5	-3	0
58	Cn1cnnc1SCC(=O)NC1CC1	2	1	4	4	4	1	6	6	-7	9
59	O=[N+]([O-])c1cc2c(cc1/C=N/Nc1nc(Nc3ccccc3)nc(N3CCCCC3)n1)OCO2	4	1	8	-6	2	-4	8	2	-4	-3
60	O=C(NN=C1C2CC3CC1CC(Cl)(C3)C2)c1ccccn1	-1	-2	1	-1	-3	-5	5	-3	5	-10

# The list goes on:
item	SMILES	rCAG binder	LEDGF integ inh	HTRA1 inhibitor	TCR-CD3 inh	NPR2 activator	PRMT1 FP inh	SIAE primary	mABHD4 FP	MBD2 DNA inh	TDP2 inh
61	COc1ccccc1CNC(=O)[C@H](C)NC(=O)C1CCN(C(=O)[C@@H](N)C(C)C)CC1	-2	3	-1	11	1	-8	-6	-1	-1	-9
62	Cc1ccc(S(=O)(=O)C2CCN(c3nc(-c4cccs4)nc4ccccc34)CC2)cc1	/	0	/	/	-12	-1	0	-5	2	6
63	O=C1/C(=C/c2ccc(F)cc2)SC(=S)N1CCCC(=O)N1CCCCC1CCO (stereo unspecified)	-2	1	-19	-2	-2	4	6	-8	-6	3
64	COc1ccc(-n2c(-c3ccc(C)cc3)n[nH]c2=S)cc1	2	4	4	7	-6	-6	7	1	-4	6
65	CC(CCn1cccn1)NC(=O)c1cc(COc2ccc(F)cc2F)on1 (stereo unspecified)	-5	1	2	8	2	-1	-2	-3	2	-7
66	O=c1nc2c(-c3cccc(Br)c3)n[nH]n2c2ccccc12	-1	6	2	1	-4	-2	-2	11	-8	-6
67	CC(=O)c1cccc(NC(=O)c2ccc(C)c(S(=O)(=O)N3CCOCC3)c2)c1	1	1	-7	2	4	-1	1	2	-3	16
68	O=C(NCc1ccncc1)C(=O)NCC1OCCCN1S(=O)(=O)c1ccc(F)cc1 (stereo unspecified)	0	0	-7	-4	5	0	-5	-1	-1	11
69	Cc1ccc(S(=O)(=O)N2CCOC2CNC(=O)C(=O)NCc2ccncc2)cc1 (stereo unspecified)	-6	2	3	12	1	-2	4	3	-3	-2
